# Assay outcomes from PubChem.
# TRPV1 ag: HTS Assay for Compounds that Act as Agonists of the Vanilloid Receptor 1 | actives 0.19% (n = 320,000) | activation, % at 8.33 µM | AID 540275, 2011 | TRPV1-expressing cells, Fluo-8 calcium influx, agonist mode; in the data active = activation above about 80%; inconclusive = between about 30% and that limit; note: 0% is about no effect
#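 Cells expressing TRPV1 were dye-loaded with Fluo-8 and read kinetically: 10 s baseline, 3 min after compound (agonist portion), then 2 min after EC20 capsaicin (allosteric enhancer portion). Calcium-bound dye fluorescence at 480/520 nm.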
# a7 integrin act: qHTS for Activators of Integrin-Mediated Alleviation for Muscular Dystrophy | alpha7betagal myoblasts, beta-gal FDG fluorescence, 48 h | Potency, µM (doses to about 38.3 µM), without a hit: top-dose activation, most hits filed as activators | actives 0.064% (n = 350,000) | AID 624291, 2012;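 note: potency is the fitted concentration of half-maximal effect; 100% = response of the positive control SU9516; nearly all actives have a fitted effect of over 60% in size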
#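 Alpha7betagal+/- myoblasts (passage 13) were plated 16-24 hr, then exposed to compounds (1:260 dilution of DMSO stock) for 48 hours at 37C. After MPER lysis, β-galactosidase reporter activity was read as FDG fluorescence (ex 480/em 540) after 30 minutes.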
# p53 reactivation: qHTS assay for re-activators of p53 using a Luc reporter; AID 504706, 2011; actives 0.063% (n = 320,000); H1299 p53-A138V BP100-luciferase reporter, luminescence, 24 h; Potency, µM (highest dose often 92.2 µM), for inactives: at the highest dose activity change, positive = activation, most hits filed as activators; note: potency is the fitted concentration of half-maximal effect; % of control where 0% means no effect; nearly all actives have a fitted effect of over 45% in size
#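 H1299 (p53-null), stable ts p53-A138V + BP100-Luc; 1000 cells/well, Opti-MEM/10% FBS; cpd 4 pt, 1:5; 24 h, 37 deg C, 5% CO2; detection reagent 10 min RT; luminescence.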
# TCR act: Activators of T cell receptors: qHTS campaign | primary human leukocytes, anti-CD3, IL-2 HTRF, 48 h | Potency, µM (series often up to 9.22 µM), without a hit: at the top dose activation of IL-2 secretion, actives largely listed as activators | 330,000 tested, under 10 active; note: % of control where 0% means no effect
#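 IL-2 produced over 48 hr by a-CD3 bead-stimulated primary human leukocytes exposed to compounds was detected with a homogeneous time-resolved FRET immunoassay, 665nm acceptor signal after 320nm excitation.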
# AT treatment: qHTS Assay for Identifying a Potential Treatment of Ataxia-Telangiectasia; […] A-T fibroblasts, KAP-1 phosphorylation AlphaLISA; neocarzinostatin DNA damage 30 min before lysis; Potency, µM (top dose mostly 57.5 µM), without a hit: at the highest dose activation, actives largely listed as activators; actives 0.19% (n = 320,000); note: potency is the fitted concentration of half-maximal effect; % of control where 0% means no effect; nearly all actives have a fitted effect of over 45% in size
#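 hTERT-immortalized A-T patient fibroblasts ([…]), 500 cells/well in OPTI-MEM, 1% FBS, got compounds for 60 min, then NCS for 30 min at 37C. Lysates were then assayed for phospho-KAP-1 by AlphaLISA (anti-pKAP1 donor, anti-KAP1 acceptor beads), 6 hr at 25C.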
# BRCA1 expr act: qHTS Assay to Identify Small Molecule Activators of BRCA1 Expression; MCF7-BRCA1-FFLuc reporter, luminescence, 48 h; response scale: scaled: vehicle 0%, 10 µM genistein 100%; Potency, µM (series often up to 46.1 µM), for inactives: at the top dose activation, hits mostly activators; actives 1.1% (n = 380,000); AID 624202, 2012; note: potency is the fitted concentration of half-maximal effect; nearly all actives have a fitted effect of over 80% in size; some results filed as inactive show a strong effect at the top dose
#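 MCF7-BRCA1-FFLuc, 2000 cells/well; 2 h attach, 37 °C/5% CO2; compound 48 h; luciferase substrate 15 min; luminescence end-point. Norm. to genistein 10 microM max activation and DMSO; concentration-response curves fitted.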
# CXXC DNA block: qHTS Fluorescence Polarization Assay for Inhibitors of MLL CXXC domain - DNA interaction; MLL-CXXC / FITC-HOXA9 DNA fluorescence polarization; actives 0.037% (n = 290,000); Potency, µM (titrated, usually from 115 µM), without a hit: at the highest dose activity change, negative = inhibition, most hits filed as inhibitors; Histone-lysine N-methyltransferase 2A (Homo sapiens), Q03164; active = well fitted inhibition curve with a large enough effect in the polarisation, with a control signal flat, not every such curve was filed as active; inconclusive = small, poorly fitted or top-dose-only effect, or effect the other way, or a change in a side signal; inactive = no such curve, though single readings can be large or run the other way; the % refers to the polarisation; note: potency is the fitted concentration of half-maximal effect
#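 Fluorescence polarization: 7 uM MLL-CXXC (stock) preincubated 5 min with compounds, then 50 nM fluorescein-HOX-A9 DNA (stock) added; 30 min ambient. Buffer 50 mM Tris-HCl pH 7.5, 50 mM NaCl, 1 mM DTT, 0.05% BSA.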
# TSG101-PTAP inh: qHTS Assay for Iinhibitors of HIV-1 Budding by Blocking the Interaction of PTAP/TSG101 | 340,000 tested, under 10 active | Potency, µM (titrated, usually from 115 µM), for the others: at the highest dose activity change, negative = inhibition, usual class: inhibitors | Tumor susceptibility gene 101 protein (Homo sapiens), Q99816 | Fluorescence polarization, FITC-PTAP peptide / Tsg101 binding; active = well fitted inhibition curve with a large enough effect in the main read-out, with a control signal flat, not every such curve was filed as active; inconclusive = small, poorly fitted or top-dose-only effect, or effect the other way, or a change in a side signal; inactive = no such curve, though single readings can be large or run the other way; note: potency is the fitted concentration of half-maximal effect; % of control where 0% means no effect
# Target sequence (Q99816 whole entry, looked up): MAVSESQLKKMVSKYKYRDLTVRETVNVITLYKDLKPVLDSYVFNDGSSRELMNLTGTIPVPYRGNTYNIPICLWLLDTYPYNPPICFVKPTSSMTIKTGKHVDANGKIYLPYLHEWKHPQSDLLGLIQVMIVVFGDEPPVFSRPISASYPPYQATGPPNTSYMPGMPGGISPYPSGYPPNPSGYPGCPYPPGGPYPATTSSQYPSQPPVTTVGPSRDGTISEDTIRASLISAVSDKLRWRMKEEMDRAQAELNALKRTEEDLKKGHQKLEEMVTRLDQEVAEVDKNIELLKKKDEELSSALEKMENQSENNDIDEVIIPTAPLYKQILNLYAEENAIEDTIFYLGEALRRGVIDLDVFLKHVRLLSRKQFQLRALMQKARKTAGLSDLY
#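 Fluorescence anisotropy tracks displacement of a FITC-tagged PTAP peptide (50 nM) from the Tsg101 binding domain (10 uM), following a 20 min room-temperature incubation at pH 7.5.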
# B2AR arrestin: qHTS assay of beta-arrestin-biased ligands of beta2-adrenergic receptor; Beta-2 adrenergic receptor (Homo sapiens), P07550; beta-arrestin recruitment to beta2AR, cell-based reporter; Potency, µM (series often up to 46.1 µM), without a hit: top-dose activation, actives largely listed as activators; actives 0.02% (n = 330,000); AID 492947, 2010;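 note: potency is the fitted concentration of half-maximal effect; 0% = DMSO controls and full agonism = EC100 isoproterenol or metaproterenol; nearly all actives have a fitted effect of over 65% in size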
# Target sequence (P07550 whole entry, looked up): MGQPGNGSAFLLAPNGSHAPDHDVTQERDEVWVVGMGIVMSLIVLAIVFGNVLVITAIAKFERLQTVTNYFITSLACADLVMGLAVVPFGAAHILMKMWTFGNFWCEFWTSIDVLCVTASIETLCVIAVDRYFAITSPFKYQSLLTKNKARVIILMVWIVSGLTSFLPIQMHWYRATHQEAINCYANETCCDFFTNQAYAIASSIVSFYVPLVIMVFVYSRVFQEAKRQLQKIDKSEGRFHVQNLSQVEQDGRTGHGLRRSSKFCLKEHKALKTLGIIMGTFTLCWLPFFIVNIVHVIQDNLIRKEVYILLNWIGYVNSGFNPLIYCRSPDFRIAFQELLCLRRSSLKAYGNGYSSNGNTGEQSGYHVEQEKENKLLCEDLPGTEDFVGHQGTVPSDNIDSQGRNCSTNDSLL
# ELG1 repair inh: qHTS screen for small molecules that inhibit ELG1-dependent DNA repair in human embryonic kidney (HEK293T) cells expressing luciferase-tagged ELG1 | HEK293T ELG1-luciferase reporter, luminescence, 16 h; DNA damage induced by 5-fluorouridine | Potency, µM (titrated, usually from 46.1 µM), for inactives: at the top dose activity change, negative = inhibition, actives largely listed as inhibitors | actives 2.3% (n = 330,000) | AID 504467, 2011; note: potency is the fitted concentration of half-maximal effect; % is set by controls: 0 for no effect and ±100 for the full control effect; nearly all actives have a fitted effect of over 55% in size
#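 Overnight (16 hr) co-exposure of 2,000 cells/well to 5-fluorouridine and compound at 37 °C preceded detection. Luciferase was quantified via ONE-Glo luminescence; loss of signal denotes inhibition.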
# * = called active by the depositor; ? = inconclusive; / = no result given; & = joins results of further samples; [ ] = dose if it differs, or a comment. Unless noted, calls come from the whole dose curve; as a rule, active = well fitted curve in the direction sought with a large enough effect; inconclusive = small, poorly fitted or top-dose-only effect, or another doubt; inactive = no such curve, though single readings can be large; an effect the other way counts as inactive or inconclusive.
SMILES,TRPV1 ag,a7 integrin act,p53 reactivation,TCR act,AT treatment,BRCA1 expr act,CXXC DNA block,TSG101-PTAP inh,B2AR arrestin,ELG1 repair inh
CCN1CCC2(CC1)NC(=O)c1ccccc1O2,2,-1%,-1%,-1%,3%,31%,3%,0%,-0.8%,-6%
CCOc1ccc(N=Cc2c(O)n(-c3ccc(C)c(C)c3)c(=O)[nH]c2=O)cc1,9,6%,2%,-2%,-6%,0%,-2%,-1%,-1.2%,14%
O=C1/C(=C\c2cccnc2)N2CCC1CC2,-5,-19%,-2%,-1%,-1%,29%,6%,-1%,-0.4%,-1%
COc1ccc(CCNCc2ccsc2)cc1OC,9,-8%,19%,-2%,25%,-26%,-3%,-1%,-0.4%,9%
C=CCn1c(O)c(C(CC)=NCCN2CCN(C(=S)NC)CC2)c(=O)[nH]c1=O,0,?,-2%,-4%,-6%,-33%,1%,2%,-0.5%,?
C=CCC1(CCCCC)C(=O)NC(=S)NC1=O,/,-10%,/,5%,/,-21%,/,-2%,/,/
COP(=S)(OC)SCN1C(=O)c2ccccc2C1=O,3,/,2%,-1%,3%,4%,2%&2%,-1%,-0.7%,11%
O=c1[nH]c(=O)n(C2CCCCC2)c(O)c1C=Nc1ccc(N2CCOCC2)cc1,-13,-11%,3%,-6%[46.1 µM],/,-6%,-7%,-1%,-2.2%,-5%
c1ccc(CCNCc2ccccc2)cc1,-1,-6%,-6%,-4%[46.1 µM],-5%,17%,10%,-3%,-0.7%,?
C[N+]1(CC2COC(c3ccco3)O2)CCCCC1 (stereo unspecified),-8,10%,3%,-2%,-2%,-1%,7%,-2%,-0.1%,0%
COC(=O)C1=C(c2ccc(S(C)(=O)=O)cc2)C[C@@H]2CC[C@H]1N2C(=O)NC1CC1,/,18%,/,-5%,/,17%,/,-1%,/,/
COC(=O)C1=C(c2ccc(F)cc2OCc2ccccc2)C[C@@H]2CC[C@H]1N2C(=O)NCc1ccccc1OC,2,0%,3%,3%,1%,0%,/,-7%,0.4%,?
O=[N+]([O-])c1ccc(N2CCCCCC2)c2ncccc12,5,-19%,0%,-2%,-4%,0%,-5%,-11%,-0.1%,-1%
O=P(OC1CCCCC1)(OC1CCCCC1)C(O)c1ccc(Cl)cc1Cl (stereo unspecified),-4,11%,2%,5%,4%,-32%,-5%,-3%,0.0%,?
CC(C)C12CN3CCN(CC(C3)/C1=N\O)C2,5,24%,0%,-1%,7%,5%,14%,-1%,-0.1%,-2%
O=[N+]([O-])c1ccc(N2CCCC2)c(F)c1Br,0,-15%,6%,-9%[46.1 µM],-1%,8%,0%,-3%,-3.6%,-5%
Fc1ccc2c(c1)nnn2C1CCN(Cc2ccccc2)CC1,28,-14%,1%,4%,-1%,0%,2%,-5%,0.4%,-7%
CC(C)(C)c1ccc(C(=O)NC(=S)Nn2cnnc2)cc1,4,5%,?,1%[46.1 µM],-7%,63%,-3%,1%,-0.5%,?
Cc1cc(Cl)nc(N)n1,3,-22%,1%,-3%[46.1 µM],3%,-15%,-8%,0%,0.1%,1%
CC(=O)N1N=C2C3CCN(CC3)C2C1c1ccccc1 (stereo unspecified),-5,14%,-14%,0%,2%,0%,-3%,-10%,-0.3%,16%
CN(C)C(=O)OCc1n(C)cc[n+]1C,10,-8%,9%,-1%[46.1 µM],-2%,-26%,12%,-8%,-1.4%,7%
C[C@]12CC[C@H]3[C@@H](CCC4=CC(=O)CC[C@@H]43)[C@@H]1CC[C@@H]2O,/,/,-5%,8%,6%,-27%,/,-1%,-0.7%,-4%
CC(C)NC(C)Cc1ccc(I)cc1 (stereo unspecified),5,/,-5%,0%,3%,0%,-1%,1%,-0.1%,1%
NP(=O)(Oc1ccc(Cl)cc1)Oc1ccc(Cl)cc1,?,16%,5%,1%,3%,0%,19%,0%,0.1%,13%
CCC1C2Cn3c(nc4ccccc43)C1N(C)O2 (stereo unspecified),2,21%,4%,1%,-10%,7%,-1%,-2%,-0.5%,22%
Cc1ccc(C2=NCC(=O)N(CC(=O)N3CCCCC3)c3sc(C)c(C)c32)cc1,2,-6%,-2%,-21%,-5%,-34%,-6%,-3%,0.1%,?
CC(C)NC(=O)Cn1cc(C(=O)c2ccccc2F)c2ccccc21,0,15%,4%,23%,1%,3%,0%,-7%,-0.1%,6%
CNc1cc(N2CCN(C)CC2)ccc1[N+](=O)[O-],-2,18%,-4%,-9%,-1%,-6%,3%,-1%,-0.2%,9%
Cc1cc(C=C2C(=O)N(C)C(=S)N(C)C2=O)c(C)n1C1CCCC1,-1,-14%,4%,2%,5%,0%,?,-1%,-0.8%,0%
O=C(Nc1ccc(-c2nc3ccccc3c(=O)o2)cc1)c1ccco1,0,7%,9%,1%[46.1 µM],2%,-6%,0%,-4%,0.0%,?
Cc1nc2ccccc2n1C1CCN(Cc2nnnn2CCc2ccccc2)CC1,-3,12%,-5%,/,8%,-7%,-3%,0%,-0.3%,-20%
Cc1ccc(N2C(=O)NC(=O)C3(Cc4ccccc4N4CCN(c5ccccc5)CC43)C2=O)cc1 (stereo unspecified),0,-6%,?,4%,7%,1%,8%,-1%,-0.6%,?
Cc1ccc(OCCn2cccc2/C=C2/C(=O)NC(=O)N(Cc3ccco3)C2=O)cc1,0,-29%,21%,-2%,11%,59%,?,1%,0.6%,?
CN1CCN(c2ccc(N)cc2)CC1,0,-10%,-1%,1%,-6%,-1%,?,-3%,0.1%,6%
CCN(CC)c1ccc(N=Cc2c(O)[nH]c(=O)[nH]c2=O)cc1,7,-31%[inhibitor],/,/,-11%,-44%,34%[activator],-3%,-0.3%,27%
CSc1ccc(C(=O)C2CCCN(C)C2)cc1 (stereo unspecified),0,-15%,3%,2%,1%,-12%,-5%,-2%,-0.3%,-1%
COc1ccc(NC(=O)N2CCC3(CC2)OCCO3)c(OC)c1,-4,?,6%,8%,5%,11%,0%,1%,-1.0%,-9%
O=c1[nH]c(O)c(C=Nc2cc(F)cc(F)c2)c(=O)[nH]1,1,-3%,-7%,/,0%,10%,20%,0%,0.3%,-10%
CC(C)n1c(=O)c(C=Nc2cccc([N+](=O)[O-])c2)c(O)n(CCc2ccccc2)c1=O,4,17%,17%,-2%[46.1 µM],-19%,-40%,1%,0%,-0.1%,?
COC(=O)C1=C(c2ccc(OCc3ccccc3)cc2)C[C@@H]2CC[C@H]1N2C(=O)NCc1ccc(OC)c(OC)c1,?,-9%,-14%,-5%,24%,-58%,/,-6%,18µM*,?
CN1C2CCC1CC(OC(c1ccccc1)c1ccccc1N)C2 (stereo unspecified),/,/,/,0%,/,-22%,5%,-6%,/,/
COCCNC(=O)CN1C(=O)C(C)N=C(c2ccccc2)c2cc(Cl)ccc21 (stereo unspecified),?,-11%,-3%,-2%,15%,-4%,4%,-4%,-0.6%,17%
C/C(=C\C(=O)c1ccc(Br)cc1)NCc1ccccc1,2,13%,19%,-5%,/,67%,-16%,-3%,-1.1%,?
CCOC(=O)N(C)c1ccc(C(O)(C(=O)OCC)C(F)(F)F)cc1 (stereo unspecified),1,5%[7.66 µM],1%,-2%,3%,-9%,-3%,-3%,-0.8%,0%
O=P(Nc1ccccc1)(Nc1ccccc1)Oc1cccc(Cl)c1,-1,-10%,-3%,-10%,9%,-2%,3%,0%,-0.1%,16µM*
COc1cccc(N2CCN(Cc3cccc(Cl)c3)CC2)c1,6,-10%,1%,1%,28%,-4%,-1%,-6%,-0.9%,-4%
CCN(CC)c1ccc(/C=C2\C(=O)NC(=O)N(CC3CCCO3)C2=O)cc1 (stereo unspecified),4,-9%,7%,0%[46.1 µM],-3%,14%,0%,-6%,-1.1%,?
Cn1cc(C(=O)Cc2ccccc2)c2ccccc21,4,-16%,-14%,-9%[46.1 µM],5%,1%,3%,-2%,-0.3%,-2%

# One compound at a time (already shown). Screens in order: TRPV1 ag, a7 integrin act, p53 reactivation, TCR act, AT treatment, BRCA1 expr act, CXXC DNA block, TSG101-PTAP inh, B2AR arrestin, ELG1 repair inh
# Record of O=P(Nc1ccccc1)(Nc1ccccc1)Oc1cccc(Cl)c1 : -1, -10%, -3%, -10%, 9%, -2%, 3%, 0%, -0.1%, 16µM*
# Record of COCCNC(=O)CN1C(=O)C(C)N=C(c2ccccc2)c2cc(Cl)ccc21 (stereo unspecified) : ?, -11%, -3%, -2%, 15%, -4%, 4%, -4%, -0.6%, 17%

# Not all compounds are listed, so the mix of outcomes need not match the whole.
